Source: PubChem BioAssay (several laboratories)
CCHF vOTU inh – CCHFV vOTU protease inhibitors, primary screen, biochemical, Pep-AMC substrate, fluorescence; Crimean-Congo hemorrhagic fever virus L polyprotein viral ovarian tumor (vOTU) protease …; inhibition, % at 11.5 µM; 0.55% of 370,000 active; AID 651958, 2012; further: 0% = vehicle wells with enzyme and 100% = no enzyme wells
FBA Mtb inh – Mtb FBA enzyme inhibitors, primary screen, biochemical, fluorescence, strain H37Rv; purified M. tuberculosis FBA, fluorescence read-out; inhibition, % at 1 µM; 2.3% of 360,000 active; AID 588726, 2011; in the data active means inhibition above about 27%;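 further: 0% = vehicle and 100% = reference inhibitor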
Target sequence (P9WQA3 whole entry, looked up): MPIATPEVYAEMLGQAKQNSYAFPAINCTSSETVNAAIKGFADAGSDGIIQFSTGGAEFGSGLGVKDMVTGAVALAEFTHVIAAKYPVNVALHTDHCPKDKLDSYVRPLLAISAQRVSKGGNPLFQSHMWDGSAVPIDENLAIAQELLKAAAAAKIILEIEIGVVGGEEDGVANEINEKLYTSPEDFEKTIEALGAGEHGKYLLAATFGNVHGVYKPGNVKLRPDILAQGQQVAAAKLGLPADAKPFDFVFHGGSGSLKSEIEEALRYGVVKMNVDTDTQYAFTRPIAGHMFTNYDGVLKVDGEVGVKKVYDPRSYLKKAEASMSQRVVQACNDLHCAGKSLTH
GDH-TPI counter – GDH-TPI coupling enzyme inhibitors, primary screen, artefact control for M. tuberculosis FBA inhibitor project, biochemical, absorbance, full deck | GDH-TPI coupled enzyme counterscreen, NADH absorbance | inhibition, % at 4.8 µM | 1.2% of 360,000 active;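 further: 0% = DMSO wells and 100% = wells lacking the enzyme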
DUSP3 inh – VHR1 phosphatase inhibitors, primary screen, biochemical, absorbance, uHTS; inhibition, % at 13.3 µM; Dual specificity protein phosphatase 3 (Homo sapiens), P51452; recombinant VHR phosphatase, pNPP absorbance; 0.52% of 290,000 active; in the data active means inhibition above about 50%; further: some compounds called inactive have numbers as strong as hits
Target sequence (P51452 whole entry, looked up): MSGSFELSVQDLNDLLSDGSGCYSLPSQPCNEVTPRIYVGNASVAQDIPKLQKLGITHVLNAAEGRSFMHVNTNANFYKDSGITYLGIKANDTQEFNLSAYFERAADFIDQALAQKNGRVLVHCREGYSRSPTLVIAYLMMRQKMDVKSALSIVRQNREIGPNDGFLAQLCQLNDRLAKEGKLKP
Rv3671c protease – Rv3671c serine protease inhibitors, primary screen, biochemical, fluorescence polarization, M. tuberculosis H37Rv; 0.048% of 320,000 active; AID 2606, 2010; inhibition, % at 5.96 µM; in the data active means inhibition above about 38%;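 further: extracellular domain of Rv3671c used as enzyme; 0% = enzyme with DMSO and 100% = no enzyme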
Target sequence (P9WHR9 whole entry, looked up, the tested form may be a part): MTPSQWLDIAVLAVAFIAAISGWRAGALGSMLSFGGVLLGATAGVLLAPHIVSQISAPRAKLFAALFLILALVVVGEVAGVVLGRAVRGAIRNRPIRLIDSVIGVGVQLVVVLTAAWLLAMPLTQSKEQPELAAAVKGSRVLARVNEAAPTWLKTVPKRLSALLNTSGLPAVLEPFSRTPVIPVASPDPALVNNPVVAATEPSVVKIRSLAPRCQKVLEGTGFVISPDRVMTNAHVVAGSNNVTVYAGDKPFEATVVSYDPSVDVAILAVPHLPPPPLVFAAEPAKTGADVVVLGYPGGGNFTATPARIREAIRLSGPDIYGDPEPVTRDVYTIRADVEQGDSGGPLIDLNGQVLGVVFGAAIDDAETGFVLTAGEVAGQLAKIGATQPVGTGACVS
MazEF act – activators of E. coli MazEF toxin-antitoxin RNase, primary screen, biochemical, fluorescence, uHTS. Endoribonuclease toxin MazF (Escherichia coli (strain K12)), P0AE70. FAM/BHQ RNA-DNA oligo cleavage fluorescence, 5 h. activation, % at 20 µM. 0.32% of 350,000 active. AID 504720, 2011; in the data active means activation above about 50%
Target sequence (P0AE70 whole entry, looked up): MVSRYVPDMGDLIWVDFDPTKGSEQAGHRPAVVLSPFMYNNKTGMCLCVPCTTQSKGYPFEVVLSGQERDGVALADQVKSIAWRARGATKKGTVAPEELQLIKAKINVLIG
Mtb UGM inh – M. tuberculosis UGM enzyme inhibitors, primary screen, biochemical, fluorescence polarization, single point; UDP-galactopyranose mutase (Mycobacterium tuberculosis (strain ATCC 25618 / H37Rv)), …; purified UGM, fluorescence polarization probe displacement; inhibition, % at 10 µM; 0.06% of 320,000 active; AID 504406, 2011; in the data active means inhibition above about 10%, passing the limit was not always enough; inconclusive means no clear call, values can overlap the other calls
BoNT-F LC inh – BoNT/F light chain protease inhibitors, primary screen, biochemical, flow cytometry, MLPCN library; Botulinum neurotoxin type F light chain protease (Clostridium botulinum); AID 588497, 2011; 0.22% of 360,000 active; Multiplex microsphere protease cleavage assay; inhibition, % at 10 µM; in the data active means inhibition above about 35%, passing the limit was not always enough; inconclusive means no clear call, values can overlap the other calls; further: plate controls were buffer without enzyme for full effect and enzyme alone for no effect
FadD28 FP inh – inhibitors of FadD28 bisubstrate probe binding, primary screen, biochemical, fluorescence polarization, single point; AID 588549, 2011; inhibition, % at 12.5 µM; 0.22% of 360,000 active; in the data active means inhibition above about 8.5%, passing the limit was not always enough; inconclusive means no clear call, values can overlap the other calls
BioA inh – M. tuberculosis BioA enzyme inhibitors, primary screen, biochemical, plate reader, single point, HTS | 7,8-diaminopelargonic acid synthase BioA (Mycobacterium tuberculosis) | purified M. tuberculosis BioA enzyme | inhibition, % at 9.99 µM | 0.096% of 360,000 active | AID 602481, 2012; in the data active means inhibition above about 40%; inconclusive means no clear call, values can overlap the other calls
Numbers without * were called inactive; ? = inconclusive; · = no result given. Unless noted, no stated cut-off is given here; in the data, active means inhibition above about 30%; inactive means the rest.

SMILES	CCHF vOTU inh	FBA Mtb inh	GDH-TPI counter	DUSP3 inh	Rv3671c protease	MazEF act	Mtb UGM inh	BoNT-F LC inh	FadD28 FP inh	BioA inh
CCc1nc(CN2CCCC(C(=O)Nc3ccc(-c4cccc(OC)c4)cc3)C2)c(C)[nH]1 (stereo not drawn)	-5	-1	2	·	·	8	·	-10	-4.0	0.1
Cc1cc(NC(=O)CSCC(=O)NC(C)c2ccccc2)no1 (stereo not drawn)	-10	3	7	·	2	5	0.0	1	-1.0	1.1
Cc1cc(F)cc(-c2cc(C(=O)NCc3ccccn3)[nH]n2)c1	19	1	2	·	·	·	·	-1	-3.1	-2.2
CCN(CC)CCNC(=O)Cn1ncc2ccccc2c1=O	5	3	6	9	2	8	-0.7	·	-4.3	·
CC(C)C(NC(=O)OCc1ccccc1)C(=O)NC(Cc1c[nH]c2ccccc12)C(=O)O (stereo not drawn)	-3	1	·	·	·	·	·	3	-1.8	·
COCCOC(=O)C1=C(C)NC(=S)NC1c1ccc(OCC(=O)N2CC(C)OC(C)C2)c(OC)c1 (stereo not drawn)	-3	3	11	·	·	6	·	6	-3.0	-1.9
CN1C(=O)[C@@H]2C[C@@]3([C@@]45C[C@H]6C(=O)N(C)[C@@H](Cc7ccccc7)C(=O)N6[C@@H]4Nc4ccccc45)c4ccccc4N[C@H]3N2C(=O)[C@@H]1Cc1ccccc1	-1	0	-1	·	-1	0	-0.5	-7	-0.1	-2.0
Cc1ccc(C(=O)NNC(=S)NCC2CCCO2)cc1[N+](=O)[O-] (stereo not drawn)	6	3	-2	9	-4	3	1.9	1	-1.4	1.9
Cc1cc(-c2nnc(CCC(=O)NC(C)c3ccc(F)cc3)o2)no1 (stereo not drawn)	-4	-5	6	25	-12	4	-1.0	-3	-2.2	·
Cc1cccc(C)c1OCC(=O)Nc1cc(Cl)ccc1-n1cncn1	8	1	-3	·	-5	0	-1.4	-3	-0.9	·

Next section; the last three above are carried over.
SMILES	CCHF vOTU inh	FBA Mtb inh	GDH-TPI counter	DUSP3 inh	Rv3671c protease	MazEF act	Mtb UGM inh	BoNT-F LC inh	FadD28 FP inh	BioA inh
Cc1ccc(C(=O)NNC(=S)NCC2CCCO2)cc1[N+](=O)[O-] (stereo not drawn)	6	3	-2	9	-4	3	1.9	1	-1.4	1.9
Cc1cc(-c2nnc(CCC(=O)NC(C)c3ccc(F)cc3)o2)no1 (stereo not drawn)	-4	-5	6	25	-12	4	-1.0	-3	-2.2	·
Cc1cccc(C)c1OCC(=O)Nc1cc(Cl)ccc1-n1cncn1	8	1	-3	·	-5	0	-1.4	-3	-0.9	·
FC(F)(F)c1ccc2c(c1)nnn2C1CCN(Cc2nnnn2Cc2ccccc2)CC1	-9	4	1	0	-6	6	1.8	-12	0.5	-1.7
NNC(=O)c1sc2nc(N3CCOCC3)c3c(c2c1N)CCCC3	-16	22	13	5	1	1	1.0	-16	-2.0	-0.4
CC(=O)N1CCN(S(=O)(=O)c2ccc3c(c2)CC(=O)N3)CC1	9	-2	2	·	-7	5	0.8	2	-3.3	·
CC1(c2nnc(-c3cccc(Cl)c3)o2)CC(c2ccccc2Br)=NO1 (stereo not drawn)	13	-2	-6	24	7	4	-0.3	-1	-2.9	-1.3
O=[N+]([O-])c1ccc(NCCCN2CCOCC2)c([N+](=O)[O-])c1	20	-4	10	16	-2	0	0.2	0	-0.5	·
COc1cccc(C(=O)N/N=C(/CCC(=O)O)c2ccccc2)c1	4	2	7	-13	-4	5	2.1	-4	-4.0	·
CSc1nnc(-c2cccn(Cc3ccccc3)c2=O)o1	-169	131*	4	-20	-6	8	-4.1	1	1.8	5.0
COC(=O)c1c(C(=O)OC)c(-c2cccc(C)c2)n2c1CS(=O)C2 (stereo not drawn)	-18	-1	9	6	1	5	-1.1	4	-0.6	·
O=C(NCc1cccnc1)c1nc(-c2ccc(C(F)(F)F)cc2)no1	7	-1	1	8	-3	-1	-6.7	-4	-1.8	·
COc1ccc(C(NC(=O)/C=C/c2ccco2)c2ccc(OC)c(OC)c2)cc1 (stereo not drawn)	12	-1	2	3	-14	1	-1.4	-16	-1.0	·
COc1cccc(C2CCCN2Cc2nc(CC3CC3)no2)c1 (stereo not drawn)	-11	-1	11	3	-2	2	-0.9	-9	-1.1	-0.3
CSc1nc(N(C)C)c2ccccc2n1	2	2	4	8	-2	6	-0.8	-4	-0.4	·
COc1ccc(N(CC(=O)Nc2ccccc2C(=O)NCCc2ccccc2)S(C)(=O)=O)cc1OC	11	0	-1	13	-5	-2	0.5	2	-1.4	-0.3
O=C(OCC(=O)N1CCCC1=O)c1cccc(S(=O)(=O)N2CCOCC2)c1	-8	1	3	2	-1	5	-1.1	-2	-1.4	-1.1
CS(=O)(=O)N(CC(=O)N1CCN(c2cccc(Cl)c2)CC1)C1CCCCC1	14	-9	1	10	-8	3	-1.0	-6	-3.2	0.3
COc1cc(OC)c(CN2CCC(CO)(CCOc3ccccc3)CC2)c(OC)c1	-10	-4	10	8	-10	11	-1.7	-3	-0.2	·
C=CCN1C(=O)C2(/C(=C(\O)c3ccc4c(c3)OCCO4)C(=O)C(=O)N2CCCOC)c2ccccc21 (stereo not drawn)	·	2	17	-5	3	-3	0.3	-2	-0.3	-0.5
CCOC(=O)c1c(C)[nH]c(C)c1C(=O)C(Cc1ccccc1)N(C)C (stereo not drawn)	-4	-4	-1	10	1	10	-0.8	-28	-2.2	0.2
COc1ccc(-c2cc(C(F)(F)F)nc(SCC(=O)NCCCN3CCOCC3)n2)cc1	-42	34*	11	-3	-6	0	-4.7	-2	-1.6	·
CCOC(=O)[C@@H]1[C@H]2COc3ccc(Br)cc3[C@@H]2N2C(=O)N(c3cccc(Cl)c3)C(=O)[C@@]12C	-7	-1	-2	·	-12	-3	-0.2	-24	-9.3	-0.6
NC(=O)COC(=O)/C=C/c1ccccc1[N+](=O)[O-]	-3	0	0	9	9	-16	-1.4	1	-1.8	·
CC(C)(C)c1ccc(S(=O)(=O)Nc2ccccn2)cc1	-12	0	2	14	1	-7	-3.3	-1	0.3	-0.5
COc1ccc(CN2CCN(Cc3cc4ccccc4o3)CC2CCO)cc1C (stereo not drawn)	-8	-6	-6	59*	3	0	2.3	-26	-4.1	0.8
COc1ccc(C(=O)NC2CC2)cc1OC1CCN(Cc2ccc(F)cc2Cl)CC1	22	1	2	-7	4	-2	-0.9	-3	-2.0	0.2
CCOC(=O)c1c(-c2ccc(C)c(C)c2)csc1NC(=O)C1CC=CCC1C(=O)O (stereo not drawn)	22	1	9	7	-5	-6	-0.2	7	-2.8	3.1
COc1ccc(-c2nc(-c3ccncc3)no2)cc1	-9	-2	2	16	·	91*	-0.8	3	-4.2	-0.9
CC(OC(=O)c1ccccn1)C(=O)Nc1ccc(C(F)(F)F)cc1 (stereo not drawn)	-6	-3	1	·	-1	-3	-1.1	8	-3.4	-0.1
COc1ccc(C(=O)CN(CCC(=O)O)S(=O)(=O)c2ccc([N+](=O)[O-])cc2)cc1	9	1	-2	·	1	4	4.5	-9	-0.6	2.3
N/C(=N\OC(=O)Cc1ccccc1[N+](=O)[O-])c1ccncc1	3	1	7	-8	1	1	1.7	-3	-3.8	0.6
Cc1ccccc1NC(=O)N1CCc2ccccc2C1	-10	0	6	20	1	1	4.1	-6	-4.6	-0.6

Three structures out of the list, sorted by count of non-hydrogen atoms, largest number first.
SMILES	CCHF vOTU inh	FBA Mtb inh	GDH-TPI counter	DUSP3 inh	Rv3671c protease	MazEF act	Mtb UGM inh	BoNT-F LC inh	FadD28 FP inh	BioA inh
CCOC(=O)c1c(-c2ccc(C)c(C)c2)csc1NC(=O)C1CC=CCC1C(=O)O (stereo not drawn)	22	1	9	7	-5	-6	-0.2	7	-2.8	3.1
CC(OC(=O)c1ccccn1)C(=O)Nc1ccc(C(F)(F)F)cc1 (stereo not drawn)	-6	-3	1	·	-1	-3	-1.1	8	-3.4	-0.1
COc1ccc(-c2nc(-c3ccncc3)no2)cc1	-9	-2	2	16	·	91*	-0.8	3	-4.2	-0.9

Further results.
SMILES	CCHF vOTU inh	FBA Mtb inh	GDH-TPI counter	DUSP3 inh	Rv3671c protease	MazEF act	Mtb UGM inh	BoNT-F LC inh	FadD28 FP inh	BioA inh
Cc1cc(C)nc(N/C(=N\S(=O)(=O)Cc2ccccc2)Nc2ccc(F)c(Cl)c2)n1	-2	2	-1	-8	-14	0	-0.4	-8	-1.0	·
O=C(OC(C(=O)NCc1ccco1)C(OC(=O)c1ccccc1)C(=O)NCc1ccco1)c1ccccc1 (stereo not drawn)	-15	-2	7	-4	4	4	0.4	-11	-0.3	·
CCN(C(=O)c1cnc(OC)cc1C(F)(F)F)c1ccc(Cl)cc1	21	2	3	-1	5	1	0.6	4	-0.3	-1.0
CN1C(=O)CC2(C)C1=CCc1scnc12 (stereo not drawn)	-1	1	·	·	·	·	·	-1	-2.5	·
Cc1ccc(NC(=O)COC(=O)CCC(=O)c2ccc(Cl)cc2)cc1S(=O)(=O)N(C)C	0	0	0	13	-13	-4	-1.4	-8	-5.2	·
Cc1ccc(C)c(NC(=O)COC(=O)CCc2ccc(S(=O)(=O)N3CCOCC3)cc2)c1	13	-1	6	14	-1	-4	1.5	-3	-0.4	·
Nn1nnc2ccccc21	14	1	6	14	4	-7	4.0	1	-2.3	-0.6
CC(NC(=O)Nc1ccc(F)cc1F)c1ccc2c(c1)OCO2 (stereo not drawn)	-3	0	-5	-2	-9	2	-2.1	3	-2.6	-0.4
COCOc1cc(O)c2c(=O)c(OCOC)c(-c3ccc(OCOC)c(OCOC)c3)oc2c1	17	-1	7	·	4	-1	-1.5	-4	-2.9	0.6
O=S1(=O)N=C(Nc2ccc(N3CCOCC3)c(Cl)c2)c2ccccc21	1	2	18	12	-9	-12	-1.9	-5	-13	·
CCCCc1ccc(NC(=O)COc2ccc(C(=O)Nc3ccccc3OC)cc2)cc1	3	·	·	3	-4	·	-3.4	·	·	·
O=C(CCCCCNC(=O)c1ccccc1)C[N+](=O)[O-]	-12	0	14	24	-6	-2	2.6	-5	-5.2	·
Nc1cc(Oc2cccnc2)cc([N+](=O)[O-])c1	-5	-4	6	-3	·	-4	·	-2	-4.0	·
C[N+](C)(C)CCC(=O)N1C/C(=C/c2ccccc2)C(=O)/C(=C\c2ccccc2)C1	-2	0	41*	·	·	11	·	-12	-1.9	·
CN(C)C(=O)c1cn(-c2ccccc2)c(=O)c2ccccc12	-1	1	12	19	1	3	-0.7	15	-1.4	-1.4
O=C(NCCC(c1ccccc1)c1ccccc1)c1cnc2sccn2c1=O	-5	8	9	10	1	11	1.5	5	-1.1	·
O=C(NNC(=O)c1cccc(Br)c1)Nc1ccc(Cl)cc1	14	-2	0	13	9	7	3.7	-9	-0.1	1.2
CCCCNC(=O)NS(=O)(=O)c1cnccc1Sc1ccc(Cl)cc1	14	0	-3	34	-11	2	0.1	-4	-3.1	2.2
Cc1cc(S(=O)(=O)Nc2ccc(C(=O)NCC(c3ccco3)N3CCCCC3)cc2)ccc1F (stereo not drawn)	7	0	8	·	-7	3	-0.6	14	0.3	1.4
c1csc(-c2nn3c(Cn4cnc5ccccc54)nnc3s2)c1	5	4	6	-10	-9	4	0.2	-5	1.5	0.6
COc1ccc2c(c1)OC(c1ccccc1)(C(F)(F)F)NC2=O (stereo not drawn)	11	-5	2	5	0	3	·	2	-3.2	·
S=c1[nH]nc(-c2cc(-c3ccccc3)n[nH]2)n1/N=C/c1c(Cl)cccc1Cl	9	-5	5	20	-9	0	-0.1	?	-2.1	·
O=C(CN1CCOCC1)n1c2ccccc2c2ccccc21	7	-2	6	2	6	4	-2.0	5	-0.4	-1.3
